# WRN inhibitor = WRN helicase (human) inhibition | WRN helicase unwinding, fluorescent forked duplex, kinetic | 360,000 tested, 0.46% active | AID 651768 | Q14191 | Potency, µM (highest dose often 114 µM), without a hit: top-dose activity change, negative = inhibition, hits mostly inhibitors; also: potency is read from the fitted curve at half-maximal effect; % is scaled to controls: 0 for no effect and ±100 for the full control effect; nearly all actives have a fitted effect of over 55% in size
#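 Enzyme (20 nM final) and test compound sit together 15 min at room temperature before substrate addition. Substrate is a single-forked duplex oligonucleotide (100 nM) labelled with fluorophore and quencher, with 2 mM ATP; helicase unwinding raises red fluorescence, read kinetically.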
# PI5P4Ka inh = PI5P4K alpha (human) kinase inhibition; P48426; PI5P4Kalpha enzyme, ADP-Glo luminescence, 60 min; stronger effect = lower value; max response, %; 330,000 tested, 1.2% active; active = max response of -50% or lower; inconclusive = between -30% and -50%; inactive = -30% or higher; also: value at the top dose of about 77 µM; % is scaled to controls: 0 for no effect and ±100 for the full control effect
#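 Controls without substrate or without enzyme flank wells where PI5P4Kalpha converts substrate using 5 microM ATP (final). Incubation lasts 60 minutes at room temperature; ADP formed is read by ADP-Glo luminescence.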
# EPAC2 antagonist = EPAC2 (human) antagonism; EPAC2 GEF exchange of Rap1B-BODIPY-GDP, fluorescence; Potency, µM (highest dose often 114 µM), for the others: at the top dose activity, negative = inhibition, actives largely listed as inhibitors; 360,000 tested, 0.18% active; AID 720708; also: potency is read from the fitted curve at half-maximal effect; % is scaled to controls: 0 for no effect and ±100 for the full control effect; nearly all actives have a fitted effect of over 45% in size; many of its hits are not listed in these tables
# CCT modulator = modulators of cytosolic chaperonin (CCT/TRiC) activity. purified chaperonin ATPase assay, HTRF ADP detection, 30 min. activity change, % (test concentration not listed), hits read low. 360,000 tested, 0.3% active. AID 651819; in the data active = activity change below about -30%; also: % is scaled to controls: 0 for no effect and ±100 for the full control effect
#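 Enzyme 40 or 20 nM (batch-dependent) in Tris pH 7.4/KCl/MgCl2/DTT; cpd 76 uM single point; ATP 10 uM; 30 min 37 °C; Transcreener ADP HTRF detection, 30 min RT; ratio 665/615.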
# EPAC1 antagonist = blocks human EPAC1 exchange factor. O95398. EPAC1 GEF assay, Rap1b-BODIPY-GDP exchange fluorescence. Potency, µM (top dose mostly 115 µM), for the others: at the highest dose activity change, negative = inhibition, most hits filed as inhibitors. 360,000 tested, 0.14% active. AID 720709;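 also: potency is read from the fitted curve at half-maximal effect; plate controls were vehicle for no effect and positive control for full effect; nearly all actives have a fitted effect of over 50% in size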
# Mm-Cpn inhibitor = inhibitors of Methanococcus maripaludis chaperonin (MmCpn); AID 504842; 330,000 tested, 0.031% active; Potency, µM (top dose mostly 76.9 µM), for inactives: at the top dose activity, negative = inhibition, usual class: inhibitors; purified Mm-Cpn ATPase, ADP Transcreener TR-FRET; also: potency is read from the fitted curve at half-maximal effect; % is scaled to controls: 0 for no effect and ±100 for the full control effect; nearly all actives have a fitted effect of over 80% in size
#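 Inhibition of chaperonin ATP hydrolysis is measured as reduced ADP production, detected by competitive TR-FRET in which signal falls with ADP. Final enzyme 25 nM and ATP 10 uM, reacted 30 min at 37°C.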
# PLK1 PBD inh = inhibitors of human PLK1 polo-box domain binding; P53350; Plk1 PBD binding of FITC phosphopeptide, fluorescence polarization; Potency, µM, without a hit: max response, negative = inhibition, actives largely listed as inhibitors; 360,000 tested, 2.8% active; also: potency is read from the fitted curve at half-maximal effect; series mostly up to about 57 µM; % is scaled to controls: 0 for no effect and ±100 for the full control effect; nearly all actives have a fitted effect of over 65% in size
# EPAC1 ag = EPAC1 (human) agonism | AID 720707 | EPAC1 agonist qHTS, biochemical assay; response scale: 100% = response to 6.5 mM cAMP | Potency, µM (series often up to 154 µM), inactives show top-dose activation, usual class: activators | 360,000 tested, 0.073% active | O95398; also: potency is read from the fitted curve at half-maximal effect; nearly all actives have a fitted effect of over 60% in size
#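 Nucleotide exchange assay: 100 nM EPAC1 with 250 nM Rap1B loaded with BODIPY-GDP and 50 uM GDP, room temperature. Fluorescence (480/540 nm) read every 5 min for 30 min; signal change normalized to 6.5 mM cAMP as full agonist.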
# Starred values were filed as active, the others as inactive; u = inconclusive; x = not tested or not shown; [ ] = another dose, or the depositor's remark. Unless noted, calls follow the shape of the dose curve; as a rule, active = well fitted curve in the direction sought with a large enough effect; inconclusive = small, poorly fitted or top-dose-only effect, or another doubt; inactive = no such curve, though single readings can be large; an effect the other way counts as inactive or inconclusive.
Structure	WRN inhibitor	PI5P4Ka inh	EPAC2 antagonist	CCT modulator	EPAC1 antagonist	Mm-Cpn inhibitor	PLK1 PBD inh	EPAC1 ag
O=C(Nc1ccccc1)N1CCCC(c2nc(-c3cccs3)no2)C1 (stereo not given)	-12.5%	x	14.0%	0.0	-20.9%	1.7%	-1.4%	5.8%
CC(NC(=O)CN1CCN(S(=O)(=O)c2ccc(Br)cc2)CC1)c1ccccc1 (stereo not given)	-8.4%	-4.5	-7.1%	1.3	-18.9%	-2.5%	-2.5%	3.7%
OC(c1cccc(Cl)c1)c1nccc2ccccc12 (stereo not given)	8.3%	0.3	u	-1.2	-4.4%	-1.7%	-7.8%	13.1%
CCC[C@@H](O)c1cc2cc(OC)c(OC)cc2c(=O)o1	-2.7%	-1.0	6.5%	-0.9	0.4%	1.7%	-5.7%	-2.0%
COCC(C)NCc1cccc(OC)c1OC (stereo not given)	8.7%	0.0	12.6%	0.8	4.6%	-0.5%	-1.6%	-11.4%
C[C@H]1CN([C@@H](C)CO)C(=O)c2cccc(NC(=O)Nc3ccc(C(F)(F)F)cc3)c2O[C@@H]1CN(C)C(=O)Nc1ccc(F)cc1	-6.8%	12.7	-12.9%	0.8	-18.4%	1.5%	-1.7%	-18.1%
COc1cc(/C=C(\NC(=O)c2ccccc2)C(=O)NCC(=O)O)c([N+](=O)[O-])cc1OC	5.1%	-4.0	1.8%	-0.3	11.0%	0.1%	0.4%	-2.5%
CC(=O)/C(=N/Nc1cccc(C)c1)N1CCOCC1	-5.5%	-2.9	3.1%	-0.4	3.2%	-0.6%	-7.9%	-4.9%
CS(=O)(=O)c1ccc2nc(NC(=O)Cc3ccccc3)sc2c1	2.3%	0.6	-0.1%	-2.6	10.2%	1.5%	-6.5%	0.5%
COCC(=O)N/N=C/c1c(C)[nH]n(-c2ccccc2)c1=O	-9.5%	-6.8	2.2%	-1.4	6.4%	-1.3%	-11.1%	7.1%
O=C(NC1CCCCC1)C(c1ccncc1)n1c(=O)c(-c2cc3ccccc3[nH]2)nc2ccccc21 (stereo not given)	-19.6%	-1.2	u	x	-9.7%	x	0.4%	11.2%
Cc1ccccc1S(=O)Cc1ccc(C(=O)NC2CCN(Cc3ccccc3)CC2)o1 (stereo not given)	-3.3%	4.2	1.4%	-0.8	-11.2%	0.5%	-25.2%	13.1%
CCOc1ccccc1C(=O)N(Cc1ccco1)C1CCS(=O)(=O)C1 (stereo not given)	-4.0%	-0.6	2.9%	-1.5	7.9%	1.2%	-8.3%	3.4%
Cc1cc(NC(=O)Nc2cccc(Cl)c2)n(-c2ccccn2)n1	-25.2%	23.1	-12.0%	1.0	-6.7%	-1.1%	-18.8%	15.7%
Cc1ccc(NC(=O)c2ccc(COc3ccc4c(c3)CCC4)cc2)c(C)c1	10.2%	2.1	5.3%	-0.7	-4.0%	-0.2%	-3.8%	-3.7%
COc1ccc(/C=N/NC(=O)C2C(C=C(Cl)Cl)C2(C)C)c(OC)c1 (stereo not given)	-9.9%[57.1 µM]	18.7	-20.5%	-9.0	-23.7%	1.7%	-6.6%	10.6%
COC(=O)c1ccc(CSC2=NCCS2)cc1	-1.9%	-9.0	3.2%	-1.6	-7.4%	1.3%	-9.4%	3.7%
CC(OC(=O)Cn1cnc2c1c(=O)n(C)c(=O)n2C)C(=O)NCc1ccccc1 (stereo not given)	-8.1%	5.5	6.8%	-0.2	-7.5%	1.1%	-3.5%	4.6%
CSc1ccccc1OCc1cc(C(=O)N2CCNC(=O)C2)no1	-26.6%	-1.2	4.4%	0.9	-5.3%	0.1%	-2.5%	-0.4%
O=C(CSc1nc2ccccc2c(=O)n1NC(=O)Cc1ccccc1)NCc1ccccc1	-7.9%	0.7	3.5%	-0.2	6.7%	-0.3%	-1.2%	7.5%
CCCCc1ccc(NC(=O)c2ccc(NS(C)(=O)=O)cc2)cc1	3.2%	0.9	7.6%	-1.4	6.8%	-0.3%	-9.5%	6.8%
O=C(Nn1cc(C(=O)N2CCN(c3ccccc3F)CC2)c2ccccc2c1=O)c1cnccn1	-29.2%	6.8	-3.2%	-2.2	-19.8%	-2.5%	-10.3%	1.4%
Cc1nc(NC(=S)NC(=O)COc2ccc(Cl)cc2)ccc1Br	1.6%	-3.3	-6.5%	0.6	1.5%	-1.0%	u	9.6%
CCC(C)NC(=O)C(=O)NCc1ccncc1 (stereo not given)	9.7%	x	12.2%	-0.6	16.6%	2.1%	-5.0%	6.9%
COC(=O)CCC(=O)NNC(=O)CCCOc1ccc(Cl)cc1Cl	6.3%	x	5.3%	-1.0	4.6%	1.2%	-5.2%	2.8%
CCCCC(=O)OCc1c(-c2ccccc2)ncc2ccccc12	-0.6%	-4.0	-23.0%	-2.0	-7.4%	-0.5%	-0.5%	-8.3%
COC(=O)[C@H](C)N(Cc1ccc(Cl)c(Cl)c1)S(=O)(=O)CCN1CCN(c2ccccc2)CC1	-3.3%	-0.1	8.2%	0.5	-2.3%	2.8%	-1.8%	-13.7%
COc1ccc(/C=C/C(=O)OCC(=O)NCc2ccccc2)cc1OC	3.7%	-0.4	5.1%	-0.2	-15.2%	-0.5%	-18.3%	18.0%
Cc1ccc(Cl)cc1N1CCN(c2cccc[n+]2C)CC1	-0.6%	2.8	4.8%	1.8	12.4%	0.8%	-5.9%	-8.5%
CC(=O)Nc1ccc(NC(=O)C(C)OC(=O)c2ccc3ccccc3n2)cc1 (stereo not given)	-6.6%	4.7	0.8%	0.3	2.0%	0.6%	-1.9%	15.2%

# Compound profiles, as listed above. Screens in order: WRN inhibitor | PI5P4Ka inh | EPAC2 antagonist | CCT modulator | EPAC1 antagonist | Mm-Cpn inhibitor | PLK1 PBD inh | EPAC1 ag
# `CCC(C)NC(=O)C(=O)NCc1ccncc1` (stereo not given) across the screens: 9.7% | x | 12.2% | -0.6 | 16.6% | 2.1% | -5.0% | 6.9%
# `COc1ccc(/C=C/C(=O)OCC(=O)NCc2ccccc2)cc1OC` across the screens: 3.7% | -0.4 | 5.1% | -0.2 | -15.2% | -0.5% | -18.3% | 18.0%

# More compounds.
Structure	WRN inhibitor	PI5P4Ka inh	EPAC2 antagonist	CCT modulator	EPAC1 antagonist	Mm-Cpn inhibitor	PLK1 PBD inh	EPAC1 ag
COC(=O)c1ccc(S(=O)(=O)N2CCCN(Cc3ccccc3)CC2)n1C	-20.6%	7.8	-0.2%	-3.1	-0.6%	1.1%	-0.9%	-2.3%
CCOC(=O)C1CCN(C(=O)c2cccc(NC(=O)C(CC)CC)c2)CC1	-4.7%	x	-1.3%	0.0	-11.0%	-0.2%	-14.9%	0.2%
COc1ccc(OCCCC(=O)OCC(=O)Nc2sccc2C(N)=O)cc1	0.4%	-20.9	-15.0%	-0.3	8.3%	-14.4%	1.8%	-5.9%
CN(Cc1cccc2ccccc12)C(=O)c1cc(COc2c(F)cccc2F)on1	-7.2%	8.5	-5.7%	-0.7	-6.0%	-0.7%	20.9%	15.4%
Cn1c(=O)c2c(nc(NCCc3ccccc3)n2Cc2ccc(F)cc2)n(C)c1=O	-5.1%	0.3	-23.5%	-2.3	-5.4%	0.1%	1.4%	-7.4%
COc1cccc(N2CCN(C(C)C(=O)NC34CC5CC(CC(C5)C3)C4)CC2)c1 (stereo not given)	5.5%	-5.2	0.6%	0.0	-9.6%	0.0%	-2.3%	8.0%
CCCc1nnc(SCC(=O)N2CCCCC2)n1CC1CCCO1 (stereo not given)	18.3%	x	7.1%	-0.4	14.9%	2.8%	-1.2%	-0.2%
O=C(/C=C/c1ccc(F)cc1)Nc1cc(S(=O)(=O)N2CCOCC2)ccc1N1CCCC1	-1.1%	0.4	14.6%	3.4	-17.3%	0.3%	1.5%	-1.5%
O=C1C(=O)N(CCCN2CCOCC2)C(c2ccc(F)cc2)/C1=C(\O)c1ccc2c(c1)OCCO2 (stereo not given)	-1.8%	1.2	2.7%	-0.4	0.6%	-2.1%	-18.1%	4.2%
Cc1cc2occ(CC(=O)N(C)CC(=O)Nc3ccccc3Cl)c2cc1C	-4.5%	5.7	-7.3%	1.0	-12.2%	-0.8%	-4.0%	-2.6%
Cc1ccccc1C(=O)Nc1ccccc1-n1cccc1	-16.0%	x	-9.9%	-2.7	u	0.3%	-5.2%	4.7%
COc1ccc(OC)c(-c2cc(C(=O)N3CCN(c4ncccn4)CC3)c3ccccc3n2)c1	7.9%	2.8	-9.6%[57.1 µM]	3.2	5.4%	-0.5%	-10.4%	10.3%
O=C(c1ccccc1F)N1CCC2CC1c1cc(-c3ccc4c(c3)OCO4)ccc12 (stereo not given)	-7.5%	2.6	-9.8%	1.7	-21.7%	x	-6.8%	12.8%
N#Cc1c(-c2ccco2)nc(SCC(=O)Nc2cccc(Cl)c2)[nH]c1=O	u	x	-0.2%	5.9	-22.9%	-12.3%	-7.2%	-4.2%
N#CC(c1ccccc1)c1ccc(C(=O)c2ccc(F)cc2)cc1 (stereo not given)	-3.9%	15.0	7.0%	-1.5	-3.7%	-11.0%	-0.8%	14.1%
O=C(COc1ccccc1F)NCC(c1ccc(F)cc1)N1CCOCC1 (stereo not given)	0.1%	3.8	-8.1%	0.1	2.3%	-11.6%	0.4%	3.9%
COc1ccc(C(=O)COC(=O)C(O)c2ccccc2)c(OC)c1 (stereo not given)	-4.1%	u	10.2%	-5.4	-9.6%	0.4%	-8.7%	13.1%
CCc1cc2c3c(c(=O)oc2cc1OCC(=O)OC)CCCC3	-4.1%	-1.8	-22.6%	-1.0	0.4%	-0.4%	-3.9%	12.6%
CC(=O)Nc1ccc(NS(=O)(=O)c2c(Cl)cccc2Cl)cc1	-0.9%	-3.1	-4.3%	-0.9	-15.2%	0.8%	26.7µM*	-1.9%
CC(=O)ON1C(C)(C)Cc2noc(N)c2C1(C)C	-6.8%	3.1	-20.0%[57.1 µM]	0.6	-14.3%	0.3%	-6.0%	1.4%
COc1ccc(-c2c(C)c3ccc(O)cc3oc2=O)cc1	-10.7%	-5.1	-7.0%	-1.7	-26.2%	-6.7%	-3.6%	8.7%
O=C(/C=C/c1ccco1)NC(=S)Nc1ccc(O)c(-c2nc3ccccc3s2)c1	u	-17.7	4.3%	-2.2	-3.9%	-7.4%	-19.6%	3.9%
CCOC(=O)CC1CCCCN1Cc1cn[nH]c1-c1ccc(F)cc1F (stereo not given)	1.3%	1.0	-0.6%	0.2	-23.0%	-0.7%	-5.9%	-5.2%
CCC(c1nc2ccccc2[nH]1)n1c(-c2cnccn2)nc2ccccc21 (stereo not given)	5.0%	-1.2	-4.0%	x	8.7%	x	1.7%	5.7%

# The list is partial, so the mix of outcomes need not match the whole.
